# Cycloheximide cs – counter-screen hit for Shiga toxin inhibitors, cycloheximide; 300,000 tested, 12% active; cell reporter, cycloheximide protein synthesis inhibition counterscreen; AID 2314; max response, %; in the data active = max response mostly above about 13%, no sharp cut-off; inactive = mostly below about 14%; note: read at 38.3 µM for the half of the compounds with a filed dose; 0% is about no effect
# Shiga toxin inh – inhibitors of Shiga toxin in Vero cells; 290,000 tested, 9.2% active; AID 2315; inhibition, % at 38.7 µM; Vero cells, Shiga toxin protein synthesis inhibition reporter; in the data active = inhibition mostly above about 28%, no sharp cut-off; inactive = mostly below about 43%; note: 0% is about no effect
# Pf growth 96h – P. falciparum growth inhibition at 96 hours; P. falciparum luciferase reporter growth, 96 h; Potency, µM (highest dose often 28.7 µM), for the others: at the highest dose activity change, negative = inhibition, actives largely listed as inhibitors; 320,000 tested, 6.9% active; AID 504834; note: potency is the fitted concentration of half-maximal effect; % is set by controls: 0 for no effect and ±100 for the full control effect
#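 Parasite growth measured via integrated firefly luciferase reporter in P. falciparum. Infected erythrocytes at 2% hematocrit, 0.05% parasitemia final were treated 96 hours at 37 C under 5% CO2, and luminescence was read.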
# Pf growth 48h – inhibits P. falciparum growth in the first generation, 48 h | P. falciparum luciferase growth in erythrocytes, 48 h | 310,000 tested, 5.9% active | Potency, µM (series often up to 28.7 µM), for the others: top-dose activity change, negative = inhibition, actives largely listed as inhibitors; note: potency is the fitted concentration of half-maximal effect; % is set by controls: 0 for no effect and ±100 for the full control effect
#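 Erythrocytes infected with P. falciparum carrying an integrated firefly luciferase reporter (2% hematocrit, 0.1% parasitemia final) were exposed to compounds in RPMI 1640 with 0.5% Albumax at 37 C, 5% CO2. Growth inhibition was scored as reduced luminescence.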
# LmPK inhibitor – blocks Leishmania mexicana pyruvate kinase activity. Q27686. purified LmPK, Kinase-Glo ATP luminescence, 1 h. Potency, µM (titrated, usually from 57.5 µM), inactives show top-dose activity change, negative = inhibition, usual class: inhibitors. 290,000 tested, 0.37% active. AID 1721; note: potency is the fitted concentration of half-maximal effect; % is set by controls: 0 for no effect and ±100 for the full control effect
# Target sequence (Q27686 whole entry, looked up): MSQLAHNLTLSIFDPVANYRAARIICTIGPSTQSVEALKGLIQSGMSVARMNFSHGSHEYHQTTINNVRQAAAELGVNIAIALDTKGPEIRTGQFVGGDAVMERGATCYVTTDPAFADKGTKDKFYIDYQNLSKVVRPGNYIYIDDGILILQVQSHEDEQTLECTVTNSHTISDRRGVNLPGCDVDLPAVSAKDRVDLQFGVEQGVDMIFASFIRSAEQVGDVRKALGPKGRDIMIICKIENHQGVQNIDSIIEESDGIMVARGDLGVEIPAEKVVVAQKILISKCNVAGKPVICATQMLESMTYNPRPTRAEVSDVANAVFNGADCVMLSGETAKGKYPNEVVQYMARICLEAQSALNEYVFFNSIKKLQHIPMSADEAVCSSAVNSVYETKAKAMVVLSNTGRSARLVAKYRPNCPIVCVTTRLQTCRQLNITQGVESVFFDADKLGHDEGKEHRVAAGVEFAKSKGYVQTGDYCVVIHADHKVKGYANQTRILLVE
#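 Pyruvate kinase activity monitored as ATP production (luciferase luminescence). Conditions: 0.1 nM enzyme, 0.5 mM PEP, 0.1 mM ADP, 1 h, RT; normalized against uninhibited and no-enzyme wells.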
# Tb PYK inh – blocks Trypanosoma brucei pyruvate kinase; Q57TT1; 410,000 tested, 0.12% active; Potency, µM (doses to about 76.8 µM), for inactives: at the top dose activity, negative = inhibition, actives largely listed as inhibitors; TbPYK enzyme, Kinase-Glo Plus ATP luminescence, 45 min; AID 624173; note: potency is the fitted concentration of half-maximal effect; % is set by controls: 0 for no effect and ±100 for the full control effect; nearly all actives have a fitted effect of over 50% in size
#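 Luminescent Kinase-Glo Plus end-point after 45 min room-temperature reaction of T. brucei pyruvate kinase started with 130 uM ADP (final). Buffer TEA 50 mM pH 7.2 with KCl, MgCl2, BSA, Tween-20; titration-based qHTS with fitted concentration-effect curves.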
# HCV inh – blocks hepatitis C virus | Huh7.5.1 HCVcc-Cre infection, luciferase reporter, 44 h | Potency, µM (titrated, usually from 41.8 µM), for the others: at the top dose activity change, negative = inhibition, most hits filed as inhibitors | 340,000 tested, 3.4% active; note: potency is the fitted concentration of half-maximal effect; % is set by controls: 0 for no effect and ±100 for the full control effect
#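 Cells (1,000/well) were plated 4 h before compound, then infected with HCVcc-Cre virus (~0.5 moi). After 44 h further culture, infection was read as luciferase luminescence following a 15 min substrate incubation at room temperature.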
# Starred values were filed as active, the others as inactive; u = inconclusive; x = not tested or not shown; & = joins results of further samples; [ ] = another dose, or the depositor's remark. Unless noted, calls come from the whole dose curve; as a rule, active = well fitted curve in the direction sought with a large enough effect; inconclusive = small, poorly fitted or top-dose-only effect, or another doubt; inactive = no such curve, though single readings can be large; an effect the other way counts as inactive or inconclusive.
Compound	LmPK inhibitor	Shiga toxin inh	Pf growth 48h	Tb PYK inh	HCV inh	Pf growth 96h	Cycloheximide cs
CC(Cc1ccccn1)NC(=O)c1ccc(OC2CCN(CCc3ccccc3)CC2)cc1 (stereo unspecified)	-3%	47*	12µM*	-4%	u	13%	29*
COc1cccc(N2CCN(Cc3ccsc3)CC2)c1	5%	22	x	-7%	2%	u	7
Cc1ccc(S(=O)(=O)Nc2ncnc3sc(C)c(C)c23)cc1	x	x	0%	-5%	-16%	-4%	x
COc1ccccc1N1C(=O)NC(=O)C2(Cc3cc(C)ccc3N(C)C2)C1=O (stereo unspecified)	-6%	-12	3%	-24%	6%	-1%	-3
COc1ccc(NC(=O)Nc2ccc(C)cc2OC(F)F)cc1OC	3%	21	u	4%	6.3µM*	-1%	1
O=C(NCCCN1CCOCC1)c1cc(-c2ccc(Cl)s2)nc2ccccc12	x	x	17µM*	-2%	u	u	x
CN(NC(=O)c1ccccc1F)c1ncccc1[N+](=O)[O-]	-3%	4	18%	4%	14%	3%	1
CCC1CCc2c(sc(NC(=O)C3c4ccccc4Oc4ccccc43)c2C(N)=O)C1 (stereo unspecified)	0%	-5	-22%	1%	-29%	48%[activator]	-4
CN(Cc1ccccc1)C(=O)COc1ccccc1	0%	61*	53%[activator]	2%	4%	149%[activator]	41*
COc1cc(OC)cc(C(=O)N[C@H](C(=O)OCC(=O)Nc2ccc(C(N)=O)cc2)C(C)C)c1	1%	-3	3%	-3%	-15%	-11%	-4
C[C@@H](NCCCc1cccc(C(F)(F)F)c1)c1cccc2ccccc12	x	x	7.6µM*	-1%	x	12µM*	x
NC(N)=NC(N)=Nc1ccccc1	x	x	-1%	3%	18%	u	x
Cc1nc(N/N=C\c2ccc3c(c2)OCO3)sc1C	9%	x	-62%	-13%	13%	-1%	29*
Cn1c(=O)c2c(SC3CCCC3)nc(C3CC3)nc2n(C)c1=O	-6%	-10	x	-1%	u	-18%	-3
CCN1C(=O)/C(=C/c2cccs2)S/C1=N\S(=O)(=O)c1ccc(C)cc1	3%	-12	8%	4%	-9%	-14%	-5

# More entries follow.
Compound	LmPK inhibitor	Shiga toxin inh	Pf growth 48h	Tb PYK inh	HCV inh	Pf growth 96h	Cycloheximide cs
O=C(CSc1nnc2ccc(-c3cccnc3)nn12)Nc1cccc(F)c1	x	x	u	-3%	9%	u	x
O=C(N/N=C/c1ccccc1C(F)(F)F)c1ccc(O)cc1	2%	69*	125%[activator]	5%	5%	144%[activator]	26*
COc1ccc(-n2nc3c(c2NC(=O)CBr)CSC3)cc1	0%	-6	-2%	-7%	12%	-1%	-4
Cc1ccc(CC(=O)N2CCC(c3nc4c(nnn4Cc4ccccc4)c(=O)[nH]3)CC2)cc1	9%	9	-26%	2%	6%&24%	u	-1
c1ccc2c(c1)nc(N1CCCCC1)c1ccccc12	0%	11	34%[activator]	2%	u	48%[activator]	1
CCOc1ccccc1N1CC(C(=O)N(C)Cc2cccnc2)CC1=O (stereo unspecified)	5%	-10	4%	-6%	14%	22%	-2
CC1CCc2cc(F)ccc2N1C(=O)C12CCC(C)(C(=O)O1)C2(C)C (stereo unspecified)	1%	1	u	-5%	16%	9%	-1
Cc1ccc(-n2ncc(Cl)c2C(=O)NC2CC2)cc1	-13%	93*	296%[activator]	-10%	0%	233%[activator]	49*
COc1ccc(OC)c(-c2cc(C(=O)Nc3c(C)nn(Cc4ccccc4Cl)c3C)no2)c1	0%	-8	13µM*	2%	16µM*	88%[activator]	2
COc1cc(CCN2C(=O)c3cccc4cccc(c34)C2=O)c(S(=O)(=O)NCCO)cc1OC	0%	30	u	-1%	-5%	u	0
O=C(c1ccco1)N1CCN(c2ncccn2)CC1	1%	7	x	5%	4%	-11%	6
CN1CCN(CCC(=O)N/N=C/c2cc([N+](=O)[O-])ccc2O)CC1	-3%	-7	-16%	2%	2%	0%	-3
COCCNC(=O)c1ccc2c(c1)nc(C)n2-c1cccc(F)c1	-4%	-15	23%	6%	27%	u	-4
CCC(C)(C)NC(=O)C(c1ccccc1)N(Cc1cccnc1)C(=O)c1csnn1 (stereo unspecified)	1%	2	-24%	10%	16%	-18%	-3
Cn1cc(CC(=O)NCCCN2CCCC2=O)c2ccccc21	-1%	-9	x	-1%	20%	-38%	-1

# Other entries.
Compound	LmPK inhibitor	Shiga toxin inh	Pf growth 48h	Tb PYK inh	HCV inh	Pf growth 96h	Cycloheximide cs
CCCn1cc(S(=O)(=O)CC(=O)Nc2ccc(OC)cc2OC)c2ccccc21	3%	27	u	-4%	u	u	-1
CCCCCCCC(=O)Nc1cc(C(=O)NCCC)ccc1N1CCC2(CC1)CC(c1ccccc1)=NO2	-4%	-3	u	2%	12%	7.4µM*	1
CC(C)c1cc(C(N)=O)c(NC(=O)C2CCC2)s1	0%	-7	-2%	-1%	-13%	2%	1
CCCCN(C)Cc1c(C)[nH]c2ccccc2c1=O	-3%	-4	-1%	-6%	u	-3%	-3
Cc1cc(C)c2sc(N(CCCN(C)C)C(=O)c3ccc(S(=O)(=O)N4CCc5ccccc5C4)cc3)nc2c1	x	x	u	x	u	u	x
CC1=Nc2cc(C(=O)O)ccc2Sc2ccc(Br)cc21	3%	-15	-11%	1%	4%[8.37 µM]	-20%	-6
CCOCCN1CCN(C(=O)CN2CCCC2=O)CC1	-9%	-4	-3%	7%	14%	23%	9
CCOc1ccc(C2/C(=C(\O)c3ccc(OC)c(OC)c3)C(=O)C(=O)N2c2cc(C)on2)cc1OC (stereo unspecified)	-1%	17	-12%	-9%	-11%	2%	2
O=C(Nc1ccc(F)cc1Cl)C1=COCCO1	x	x	2%	-1%	11%	52%[activator]	x
O=C(NCc1ccc2c(c1)OCO2)c1ccc(S(=O)(=O)C(F)F)cc1	-5%	4	-8%	6%	6%	3%	12
N/C(=N\OC(=O)c1ccccc1Cl)c1ccncc1	1%	71*	-22%	-1%	u	94%[activator]	17*
Cc1ccccc1C(=O)Nc1nnc(S(=O)(=O)N(C)Cc2ccco2)s1	-11%	6	38%[activator]	-14%	5%	u	14
Cc1ccc(NC(=S)N2CCCC(c3ccccc3)=N2)cc1	3%	-3	u	5%	3%	12%	-2
CC(C)CCn1nnnc1CN1CCN(c2ccccc2)CC1	1%	-8	5%	3%	22%	22%	9
O=C(NC1CCCC1)c1ccc(CSCc2ccccc2F)o1	7%	31	x	0%	-23%	u	31*

# Later entries:
Compound	LmPK inhibitor	Shiga toxin inh	Pf growth 48h	Tb PYK inh	HCV inh	Pf growth 96h	Cycloheximide cs
CC(NC(=O)CS(=O)(=O)c1ccccc1)c1ccccc1 (stereo unspecified)	-4%	7	-4%	-11%	21%	15%	-4
CCCS(=O)(=O)N1CCCC(C(=O)NCc2cccnc2)C1 (stereo unspecified)	-6%	-5	-3%	8%	12%	-7%	14
COc1ccc2nc(COC(=O)c3cccc([N+](=O)[O-])c3)c(C(C)=O)[n+]([O-])c2c1	6%	-9	39%[activator]	-1%	2%	47%[activator]	-2
COc1cc(C2C(C#N)=C(N)Oc3cc(O)ccc32)cc2c1OCO2 (stereo unspecified)	0%	-18	-12%	0%	2%	53%[activator]	1
O=C(/C=C/c1ccc(OCCCF)cc1)Nc1ccnc(-c2cccnc2)n1	-7%	-6	10µM*	-3%	u	u	7
Nc1nc(Cl)c(C=O)c(N2CCCCC2)n1	1%	28	u	2%	10µM*	-13%	-2
CCOCC(=O)Nc1nnc(C)s1	-1%	17	16%	1%	-5%	36%[activator]	-3
COc1ccccc1NC(=O)C(=O)N/N=C(\C)CC(=O)Nc1ccccc1C(F)(F)F	1%	24	u	-1%	-4%	17%	2
Cc1ccc(NC(=O)CN2CCN(Cc3ccccc3)CC2)c(Br)c1	-2%	21	-1%	7%	u	u	8
O=C(CN1C(=O)NC2(CCCC2)C1=O)N1CCN(S(=O)(=O)c2ccc(Cl)c(C(F)(F)F)c2)CC1	x	x	-8%	-7%	18%	13%	x
CSC(=Nc1ccc(Cl)cc1)N[n+]1ccccc1	-5%	-6	-1%	-3%	10%	-8%	-1
NS(=O)(=O)c1ccc(NC(=S)NCc2ccc(Cl)cc2)cc1	1%	-24	-4%	-29%	8%	-3%	-1
Cc1ccc(NC(=O)CSc2nc3ccccc3c(=O)n2CCCC(=O)NCCCN2CCOCC2)cc1C	12%	-13	u	-2%	-15%	13µM*	-8
CN1CCNC(=O)C1CC(=O)NCCC1=CCCCC1 (stereo unspecified)	3%	-6	34%[activator]	-21%	15%	u	7
COc1ccc(NC(=O)CC23CC4CC(C2)CC(n2nnc(C)n2)(C4)C3)cc1	-9%	-10	-9%	-2%	-3%	18%	-3

# Further entries:
Compound	LmPK inhibitor	Shiga toxin inh	Pf growth 48h	Tb PYK inh	HCV inh	Pf growth 96h	Cycloheximide cs
O=C1CC(SCCc2nc3ccccc3[nH]2)C(=O)N1c1ccc(F)cc1 (stereo unspecified)	-1%	-18	-1%	-5%	28%	34%[activator]	-3
CCc1cccc(NC(=O)C2CCCN(c3cnccn3)C2)c1 (stereo unspecified)	6%	14	0%	-3%	2%	u	11
CCCc1nc(SCC(=O)NC2CCCC2)c2ccccc2n1	1%	-13	-13%	4%	-22%	27%	5
NC(=O)N/N=C/c1ccccc1OC(=O)c1ccccc1Br	3%	-3	15%	-6%	u	18%	-2
Cc1ccc(S(=O)(=O)NCc2ccccc2)cc1C(=O)N1CCN(c2ccccc2)CC1	x	x	u	3%	u	u	x
Cc1ccc(NC(=O)C2C3C=CC(O3)C2C(=O)O)c(C)c1 (stereo unspecified)	3%	-10	36%	-1%	3%	0%	2
Cc1ccc(C(=O)NCCC2=CCCCC2)cc1S(=O)(=O)N1CCOCC1	x	x	12µM*	-10%	-27%	u	x
Cc1cc(S(=O)(=O)N2CCCCC2)ccc1OCC(=O)Nc1ccccc1	-10%	6	u	2%	u	-12%	0
NS(=O)(=O)c1ccc(N=Nc2c[nH]c(=O)c(O)c2)cc1	u	-3	u	u	-1%	u	-3
COC(=O)C1=C(c2ccc(F)cc2OCc2ccccc2)C[C@@H]2CC[C@H]1N2C(=O)NCc1ccc(F)cc1	x	x	10µM*	-3%	u	u	x
CCOc1cccc2cc(C(=O)NCc3ccccc3Cl)c(=O)oc12	-3%	1	u	-1%	-12%	-15%	4
O=C(Nc1cc(Sc2nc3ccccc3s2)cc([N+](=O)[O-])c1)c1ccccc1	5%	-2	u	-8%	u	u	7
CC1(C)CCC(=O)N2CC[C@H]3C[C@H](OC(=O)Nc4ccc(Br)cc4)C[C@@H]1[C@H]32	0%	19	1%	-1%	20%	0%	22*
O=C(CCc1ccccc1)Nc1ccc2c(c1)OCCO2	1%	67*	9%	-12%	11%	17%	48*

# Some of the entries so far, as labelled records:
smiles: Cc1ccc(S(=O)(=O)NCc2ccccc2)cc1C(=O)N1CCN(c2ccccc2)CC1
  LmPK inhibitor: x | Shiga toxin inh: x | Pf growth 48h: u | Tb PYK inh: 3% | HCV inh: u | Pf growth 96h: u | Cycloheximide cs: x
smiles: Cc1ccc(NC(=O)C2C3C=CC(O3)C2C(=O)O)c(C)c1 (stereo unspecified)
  LmPK inhibitor: 3% | Shiga toxin inh: -10 | Pf growth 48h: 36% | Tb PYK inh: -1% | HCV inh: 3% | Pf growth 96h: 0% | Cycloheximide cs: 2
